PrPC TRFRET: inhibitors of human cell surface prion protein PrPC, primary screen, cell-based, TR-FRET; TR-FRET read-out; Major prion protein (Homo sapiens), P04156; inhibition, % at 13.8 µM; actives 0.43% (n = 370,000); in the data active means inhibition above about 24%; further: 0% = median of the test wells and 100% = reference compound wells
BoNT A protease: BoNT/A light chain protease inhibitors, primary screen, biochemical, flow cytometry, MLPCN library | Botulinum neurotoxin type A light chain protease (Clostridium botulinum A str. ATCC 3502) | multiplex microsphere protease substrate cleavage | inhibition, % at 10 µM | actives 0.17% (n = 360,000) | AID 588499, 2011; further: plate controls were buffer without enzyme for full effect and enzyme alone for no effect
Y pestis TopoI: Yersinia pestis topoisomerase I inhibitors, primary screen, biochemical, cleavage product accumulation, plate reader, single point; activity, % at 10 µM; DNA topoisomerase I (Yersinia pestis CO92); Y. pestis Topo-I cleavage product accumulation; actives 0.064% (n = 360,000); in the data active means activity above about 50%, passing the limit was not always enough; inconclusive means no clear call, values can overlap the other calls; further: inactives centre near 2
SARS 3CLpro inh: SARS-CoV 3CLpro protease inhibitors, primary screen, biochemical, quenched FRET; Replicase polyprotein 1ab (Severe acute respiratory syndrome coronavirus), P0C6X7; recombinant SARS-CoV 3CLpro, quenched FRET peptide cleavage; inhibition, % at 6 µM; actives 0.14% (n = 290,000); in the data active means inhibition above about 12%
PfHsp40 yeast: rescue of yeast from PfHsp40 toxicity, primary screen, S. cerevisiae, ATP luminescence; S. cerevisiae expressing PfHsp40, growth rescue; growth rescue, % at 12.5 µM; actives 0.68% (n = 340,000); AID 504582, 2011; in the data active means growth rescue above about 28%, passing the limit was not always enough; inconclusive means no clear call, values can overlap the other calls;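 further: yeast W303a lacking pdr1 and pdr3 grown in galactose medium; growth measured after three days at 30 °C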
PriA SSB inh: inhibitors of Klebsiella pneumoniae PriA binding to SSB C-terminal tail, primary screen, biochemical, AlphaScreen; actives 0.6% (n = 430,000); AID 1272365, 2023; AlphaScreen SSBct-PriA binding, biotinylated peptide; PriA–SSB C-terminal tail interaction (Klebsiella pneumoniae); inhibition, % at 33 µM; in the data active means inhibition mostly above about 37%, no sharp cut-off; inactive means mostly below about 20%;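 further: plate controls were negative control peptide for no effect and reference peptide for full effect; strong numbers were not always called active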
Anthrax LF inh2: Bacillus anthracis LF protease inhibitors, primary screen, biochemical, multiplex microsphere, MLPCN library; Lethal factor (Bacillus anthracis), P15917; multiplex microsphere protease cleavage assay; inhibition, % at 10 µM; actives 0.12% (n = 360,000); AID 588501, 2011; further: plate controls were buffer without enzyme for full effect and enzyme alone for no effect
Vc quorum ag: inducers of Vibrio cholerae quorum light production without autoinducers, primary screen, BH1578 luxS cqsA deficient, single point | actives 0.16% (n = 350,000) | activation, % at 18.7 µM | V. cholerae BH1578 lux reporter, luminescence, 6 h | AID 588436, 2011; in the data active means activation mostly above about 9.7%, no sharp cut-off; inconclusive means no clear call, values can overlap the other calls; inactive means mostly below about 3.7%; further: not every result past the cut was called active; inactives centre near 0; reference of the scale not given here
TcdB inh: TcdB glycohydrolase inhibitors, primary screen, biochemical, single point, plate reader. Toxin B (Clostridioides difficile), P18177. TcdB glycohydrolase enzymatic assay. inhibition, % at 9.99 µM. actives 0.24% (n = 350,000). AID 652162, 2013; in the data active means inhibition above about 10%
* hit, by the source's call; i = inactive; ? = inconclusive; / = no result given; & = joins results of further samples. Unless noted, no stated cut-off is given here; in the data, active means inhibition above about 30%; inconclusive means no clear call, values can overlap the other calls; inactive means below that. The list is partial, so the mix of outcomes need not match the whole.

SMILES	PrPC TRFRET	BoNT A protease	Y pestis TopoI	SARS 3CLpro inh	PfHsp40 yeast	PriA SSB inh	Anthrax LF inh2	Vc quorum ag	TcdB inh
Cn1c(SCC(=O)N2CCCC2)nnc1-c1cccs1	-5	-3.3	5	3	-0.2	-8	-1	-0.1	1.4
COc1ccc(OC)c(NC(=O)CNC(c2ccccc2)c2ccccc2)c1	11	-0.3	30	-3	0.6	-1	-9	i	-10
Cc1c(Cl)cccc1N1C(=O)CC(NNC(=O)c2cccs2)C1=O (stereo not given)	-3	0.2	-5	0	0.6	-5	5	-0.2	-7.3
Cc1ccc(-c2nn(-c3ccccc3)cc2C(N)=O)o1	4	-1.0	-7	1	-0.5	-6	-6	-0.2	1.2
COc1ccc(C2/C(=C(/O)c3ccccc3)C(=O)C(=O)N2C)cc1 (stereo not given)	6	1.1	-5	1	-0.8	/	0	/	/
O=C(NCc1nnc(SCC(=O)N2CCN(c3ccccc3)CC2)o1)c1ccco1	-3	0.1	8	3	-0.1	0	1	-0.4	/
Brc1ccc(OCc2ccccc2)c(CNCC2CCCO2)c1 (stereo not given)	6	-0.2	23	0	-1.3	-3	-5	i	1.9
O=C(Nc1ccc(F)cc1)N(CCCN1CCOCC1)Cc1cc2cc3c(cc2[nH]c1=O)OCCO3	2	0.3	9	1	-1.9	-15	0	i	/
Nc1c(C(=O)NCCc2ccccc2)sc2nc(N3CCOCC3)c3c(c12)CCCC3	9	-0.2	25	1	1.1	2	-4	-0.6	1.4
O=C(CCCN1C(=O)/C(=C/c2cccc(Br)c2)SC1=S)N1CCOCC1	5	-0.2	23	5	1.3	-7	-1	1.2	3.1
Cc1ccc2c(cnn2C(=O)CCC(=O)NC2CCCCC2)c1	-2	0.8	-6	2	0.6	-3	-3	0.0	0.4
O=c1cc(-c2ccc(O)c(O)c2)oc2cc(O[C@@H]3O[C@H](CO)[C@@H](O)[C@H](O)[C@H]3O)cc(O)c12	/	-0.4	-9	/	0.7	-3	-6	i	/
COCCNC(=S)N/N=C(\C)c1ccc(Cl)c(Cl)c1Cl	2	-0.2	26	0	-0.4	/	-2	-0.9	1.5
CC(/C=C/C=C/c1ccccc1)=N/NC(=O)CNc1ccccc1C	-5	2.9	1	1	-0.9	/	2	-0.2	/
O=c1c2ccccc2nc(-c2ccoc2)n1-c1ccccc1Cl	-7	1.0	-8	2	-0.4	6	-2	-5.3	/
COc1ccc(/C=C2/SC(=S)N(CCC(=O)Nc3cccnc3)C2=O)cc1OC	2	-0.5	4	/	/	/	-7	i	0.7
Cc1cc(C)nc(Nc2ccc(O)cc2)n1	4	-2.0	-5	5	0.5	11	-8	-0.1	1.1
CCc1ccc(NC(=O)c2onc(C)c2Cl)cc1	6	0.0	11	-4	1.4	i	-11	-0.2	-0.5
CCOC(=O)N1CCN(C(=O)CSc2ccc3nnc(-c4cccnc4)n3n2)CC1	1	-0.4	5	2	1.2	-15	-3	-0.1	-0.1
COc1ccccc1C(O)c1nccn1C (stereo not given)	1	-0.8	-3	2	1.3	6	-5	i	0.1
C=C1CN(Cc2ccccc2)S(=O)(=O)c2ccccc21	9	0.1	-3	/	0.6	-15	4	0.8	3.9
O=C(NC1CCCC1)c1csc2c1CCCC2	/	4.7	4	-2	0.2	2	-2	i	2.1
COC(=O)c1c(C)nc2ccccc2c1-c1ccccc1	5	-0.5	1	-3	-0.3	-13	-1	-0.3	/
CCOc1cc(NC(=O)c2ccco2)c(OCC)cc1NC(=O)Cc1ccc(OC)c(OC)c1	-2	2.7	-11	-3	-1.1	-30	-10	i	/
CC(C)c1ccc(C2/C(=C(\O)c3ccc4c(c3)OCCO4)C(=O)C(=O)N2CCN2CCOCC2)cc1 (stereo not given)	-2	0.2	11	7	-0.1	/	-1	i	-0.2
CCOC(=O)COc1nc2c(c(-c3ccco3)c1C#N)CCc1ccccc1-2	-5	-8.1	24	-6	-0.1	1	?	-0.6	-0.3
O=C(CN1CCCCC1)NC(=O)NC1CCCC1	8	-2.3	-7	0	-1.4	-16	-3	-0.5	0.3
O=c1cc(Nc2ccc3c(c2)OCO3)[nH]c(=O)n1-c1ccc(Br)cc1	9	2.5	-3	-1	0.2	2&-8&9	-15	i	/
Cc1cnc(NC(=O)C2CC(=O)N(c3cccc(Cl)c3)C2)s1 (stereo not given)	11	-3.4	1	0	-0.3	-23	-4	i	-3.6
CCOc1ccc(Cn2nnc(C(=O)NCCc3ccc(Cl)cc3)c2N)cc1	6	-1.0	-15	0	-0.6	-8	-6	0.0	-1.6
CCN(CC)CCNC(=O)c1cn(CCOC)c(=O)c2c1c1ccccc1n2C	2	-0.9	-5	-4	7.2	-12	-3	i	1.2
CCOC(=O)C1=C(C)N(C[C@@H]2CC[C@@H](Cc3ccc4cc(OC)ccc4c3)O2)C(=O)NC1c1ccccc1 (stereo not given in full)	10	0.0	38	/	3.0	-6	-7	1.1	0.8
CCCCNC(=O)C1C2C=CC(C2)C1C(=O)O (stereo not given)	-2	-0.6	-2	-3	-0.4	1	1	-0.2	-0.4
COc1ccc(NC(=S)NCc2cccs2)cc1OC	0	-0.7	7	-2	0.8	16	-4	0.7	0.2
O=C1CSC(=Nc2ccccc2Cl)N1	-1	0.3	1	3	-0.4	3	12	-0.7	/
Cc1ccc(-n2nnnc2SCC(=O)c2c(N)n(C3CC3)c(=O)[nH]c2=O)c(C)c1	-4	/	11	/	-0.1	5	/	i	1.9
O=C1Nc2ccccc2C(=O)N2[C@H](c3ccc(F)cc3)[C@@H]3C(=O)N(Cc4ccccc4)C(=O)[C@@H]3[C@H]12	-6	-0.2	15	-4	0.0	14	-6	i	1.7
CNC(=S)N(CCc1c(C)[nH]c2ccc(Cl)cc12)Cc1cccnc1	-2	2.9	10	-1	-1.5	30	9	i	0.8
O=C(CNC(=O)c1ccc2ccccc2c1)NCc1ccc(F)cc1	3	-3.0	10	4	-1.4	-16	-5	-0.2	-3.5
CC(C)(C)c1cc(-c2ccccc2)n[nH]1	6	-1.1	4	6	1.3	-18	3	0.5	-2.6

Single records, as listed above. Screens in order: PrPC TRFRET | BoNT A protease | Y pestis TopoI | SARS 3CLpro inh | PfHsp40 yeast | PriA SSB inh | Anthrax LF inh2 | Vc quorum ag | TcdB inh
Cc1ccc(-n2nnnc2SCC(=O)c2c(N)n(C3CC3)c(=O)[nH]c2=O)c(C)c1 reads -4 | / | 11 | / | -0.1 | 5 | / | i | 1.9
CCOc1ccc(Cn2nnc(C(=O)NCCc3ccc(Cl)cc3)c2N)cc1 reads 6 | -1.0 | -15 | 0 | -0.6 | -8 | -6 | 0.0 | -1.6
CC(C)c1ccc(C2/C(=C(\O)c3ccc4c(c3)OCCO4)C(=O)C(=O)N2CCN2CCOCC2)cc1 (stereo not given) reads -2 | 0.2 | 11 | 7 | -0.1 | / | -1 | i | -0.2
CCN(CC)CCNC(=O)c1cn(CCOC)c(=O)c2c1c1ccccc1n2C reads 2 | -0.9 | -5 | -4 | 7.2 | -12 | -3 | i | 1.2

Remaining list, next part:
SMILES	PrPC TRFRET	BoNT A protease	Y pestis TopoI	SARS 3CLpro inh	PfHsp40 yeast	PriA SSB inh	Anthrax LF inh2	Vc quorum ag	TcdB inh
CC(C)NC(=O)N(C)C[C@H]1Oc2ccc(NS(=O)(=O)c3ccc(F)cc3)cc2C(=O)N([C@H](C)CO)C[C@@H]1C	-6	-0.4	-2	/	0.7	-6	-2	i	0.3&-0.9
Cc1ccc(C(=O)O)cc1NC(=O)CN1C(=O)C2C3c4ccccc4C(Br)(c4ccccc43)C2C1=O (stereo not given)	6	-0.1	6	0	0.9	-9	-4	-2.1	-2.3
CC(C)(C)n1c(O)c(C=Nc2ccc3c(c2)CCC3)c(=O)[nH]c1=O	29*	0.1	2	5	-1.1	-18	1	i	/
CCOc1ccccc1Nc1nnc(SCC(=O)Nc2cc(C)on2)s1	4	-0.7	14	5	-0.4	-19	-4	-0.3	/
CCCc1nc(SCC(=O)Nc2nnc(CC)s2)c2c(C)c(C)sc2n1	3	-0.1	6	2	-1.1	-6	-4	i	/
CCOCCCN(C)C1CCN(C(=O)c2oc3ccccc3c2NC(=O)c2ccc([N+](=O)[O-])cc2)CC1	-28	1.2	-12	0	0.1	2	0	-0.2	1.7
O=C(NCCCn1ccnc1)/C(=C\c1cccnc1)NC(=O)c1ccco1	-2	-1.0	4	5	0.8	-9	-6	-1.9	-1.8
COC(=O)Cc1ccc(OC(=O)c2cccc(S(=O)(=O)N3CCN(C)CC3)c2)cc1	-2	-1.1	11	/	-2.6	-25	-4	i	2.1
CC(C)C(=O)NCCc1nc(-c2ccccc2Cl)no1	-2	-0.4	-3	/	0.1	-9	0	i	0.0
CC(C)/C=C1\CC/C(=C\c2ccc(N(C)C)cc2)C1=O	8	34*	2	-2	0.1	-10	16	0.3	-1.6
COc1ccc(N2CCN(C(=O)CSc3nnnn3C3CC3)CC2)cc1	3	0.9	2	/	-0.7	0	-1	i	-1.4
COc1ccccc1C(CCN(Cc1ccccc1)C(C)=O)c1ccco1 (stereo not given)	6	-0.9	36	0	1.6	-1	1	i	1.4
CC(=O)Nc1cc(C(=O)OCC(=O)c2ccc(C)cc2)ccc1C	5	-0.4	-6	4	0.3	-3	0	i	-0.8
N#Cc1cc(Cl)c(NCC2CCCO2)cc1C#N (stereo not given)	-5	-0.2	-14	5	-1.8	-9	-4	1.0	0.5
O=C(Nc1nc(-c2cccc([N+](=O)[O-])c2)cs1)c1cccc([N+](=O)[O-])c1C(=O)O	-23	-0.7	5	17*	0.4	2	6	-0.9	0.2
O=C(O)CSc1c2c(nc3cc(C(=O)Nc4ccc(F)c(Cl)c4)ccc13)CCCC2	-1	0.5	0	7	-1.0	1	-1	i	-0.7
Cc1ccc(S(=O)(=O)N2CCCCC2)cc1NC(=O)Cn1c(=O)cnc2ccccc21	-4	0.3	8	-1	0.0	-3	0	-0.3	1.3
COc1ccc(NC(=S)Nc2ccc(F)cc2)c(OC)c1	2	-0.3	1	0	0.6	9	-1	-0.6	/
CN(CC(=O)Nc1ccccc1Br)C(=O)CN1CCN(c2ccccc2Cl)CC1	0	-0.9	14	/	-1.5	/	-7	i	-1.1
O=C(Cc1ccc(S(=O)(=O)N2CCOCC2)s1)Nc1cc(C(F)(F)F)ccc1N1CCCC1	2	/	20	/	-0.4	3	/	-0.3	-10
CCCCNC(=O)c1onc(CSc2cccc(C)c2)c1C(=O)O	2	-0.6	12	7	-0.9	-12	-4	-1.0	-0.6
O=C(NCc1cccnc1)NC1CCCN1S(=O)(=O)c1ccc(Cl)cc1 (stereo not given)	3	0.0	0	-3	-1.5	-4	-2	-1.0	/
Cc1ccccc1C(=O)N(Cc1cccs1)C1CCS(=O)(=O)C1 (stereo not given)	1	0.1	-6	-1	1.5	-1	-2	i	1.7
CCOc1ccc(-c2c(C(=O)N/N=C/c3cccnc3)nnn2-c2nonc2N)cc1	-10	1.9	-9	0	2.0	/	-1	i	8.8
COCCCn1c(=N)c(C(=O)NCc2ccc3c(c2)OCO3)cc2c(=O)n3cccc(C)c3nc21	-11	0.8	-5	/	-0.7	0	0	-0.3	-0.1
O=C(O)CCN(Cc1ccccc1)S(=O)(=O)c1ccccc1Cl	-1	-1.2	-5	4	0.0	0	-10	-1.5	-0.5
O=C(COC(=O)c1nc(Cl)ccc1Cl)NCc1ccc(Cl)cc1Cl	-2	5.5	15	/	0.9	-2	0	i	1.6
COC(=O)C1CCN(S(=O)(=O)Cc2ccccc2Cl)CC1	-2	/	6	3	-1.9	-1	/	-2.4	-1.1

Screening results from PubChem.
